EBI2 antag: EBI2 receptor antagonists, beta-arrestin recruitment, primary screen, cell-based, luminescence, 7a,25-OHC stimulation, uHTS; G-protein coupled receptor 183 (Homo sapiens), P32249; 7a,25-OHC stimulated; inhibition, % at 5 µM; 360,000 compounds, 0.81% hits; in the data active means inhibition above about 38%;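 further: enzyme fragment complementation signal reports receptor beta-arrestin coupling in cells; 0% = agonist plus DMSO wells and 100% = wells without agonist; some results beyond the cut were filed as inactive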
Target sequence (P32249 whole entry, looked up, the tested form may be a part): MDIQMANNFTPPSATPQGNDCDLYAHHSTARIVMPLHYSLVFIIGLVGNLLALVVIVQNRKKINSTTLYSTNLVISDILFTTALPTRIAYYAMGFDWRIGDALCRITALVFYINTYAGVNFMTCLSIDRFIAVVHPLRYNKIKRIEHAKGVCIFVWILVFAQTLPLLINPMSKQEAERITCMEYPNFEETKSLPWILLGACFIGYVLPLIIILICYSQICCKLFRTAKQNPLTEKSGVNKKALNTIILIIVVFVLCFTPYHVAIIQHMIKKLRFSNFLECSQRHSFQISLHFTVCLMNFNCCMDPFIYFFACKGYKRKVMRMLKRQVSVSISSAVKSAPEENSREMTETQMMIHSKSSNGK
An asterisk follows results filed as active; & = joins results of further samples. Not all compounds are listed; rates above refer to the full screens.

Structure	EBI2 antag
CC(=O)Nc1cncc(-c2cccc(C(=O)NCCN(C)C)c2)n1	-2
Nc1nc2c(ncn2[C@@H]2O[C@H](CNCc3cnc(N4CCOCC4)nc3)[C@@H](O)[C@H]2O)c(=O)[nH]1	-3
COc1ccccc1OCC(=O)N1CCCCCC1	-3
CC(=O)Nc1cccc(-c2csc(C(C)(O)c3ccccc3)n2)c1 (stereo unspecified)	-4
COc1ccc(NC(=S)N(CCc2ccncc2)C(C)C)cc1Cl	2
CNC(=O)C[C@H]1C(=O)N(C2CCCCC2)C[C@@H]1c1ccc(Br)cc1	-3
CC(C)Oc1ccc(C(=O)N2CCC(CCC(=O)NC3CC3)CC2)cc1	0
CC1(C(=O)NS(=O)(=O)c2ccc(Cl)cc2)CCN1C(=O)CCC1CCCC1 (stereo unspecified)	-4
COC(=O)[C@]12CCCCC=C1N(CCc1ccc(OC)c(OC)c1)C(=O)[C@H](CC(=O)N1CCC(c3ccccc3)CC1)C2	-11
CCCCNC(=O)c1nc(C2CCN(S(=O)(=O)c3csc(C(=O)O)c3)CC2)oc1-c1ccccc1	1
CC(C)C#Cc1ccc2c(c1)O[C@@H](CN(C)C(=O)c1cnccn1)[C@@H](C)CN([C@@H](C)CO)S2(=O)=O	4
C[C@@H]1CN([C@@H](C)CO)C(=O)CCCn2nncc2CO[C@@H]1CN(C)S(=O)(=O)c1ccc(C#N)cc1	-1
COc1ccc(S(=O)(=O)N2CCC(C(=O)N[C@@H](C)C(=O)NCc3ccco3)CC2)cc1	5
Cc1ccc(S(=O)(=O)N=N/C=C2\C=CC=CN2O)cc1	-4
CC(C)CNc1ncnc2c1ncn2[C@H]1CN(Cc2ccc(-c3ccccc3)cc2)C[C@@H](CO)O1	-5
COC(=O)[C@@]1(Sc2ccc(C)cc2)CC(=O)N(C(=O)c2ccccc2)[C@@H]1c1ccccc1	29
CCCCNC(=O)c1ccc(Cc2cn(C)c3ccccc23)nc1	15
COc1ccc(C(N)c2csc(Nc3ncccn3)n2)cc1 (stereo unspecified)	-4
O=C(Nc1ccc2c(c1)OCO2)c1cc(C2CCCCN2C(=O)OCCF)on1 (stereo unspecified)	-1
Cc1ccsc1C(=O)OCC(=O)NC1CCCCC1	2
CCN(CC)c1nc(C=Cc2ccc(N(C)C)cc2)c2nccnc2n1	37
CCOC(=O)C1(C)CCCN1C(=O)c1snnc1C (stereo unspecified)	-3
COC(=O)C1=CN(c2ccc3c(c2)OCO3)C(N)=C(C#N)C1c1ccccc1 (stereo unspecified)	0
CC(=O)Nc1cccc(-c2ccnc3c2CC(C)(C(=O)NCc2cccc(Cl)c2)O3)c1 (stereo unspecified)	12
Cc1cn([C@H]2C[C@H](O)[C@@H](CNC(=O)[C@@H]3C[C@H](F)CN3)O2)c(=O)[nH]c1=O	-2

Fetched by compound from the list above:
Structure	EBI2 antag
Nc1nc2c(ncn2[C@@H]2O[C@H](CNCc3cnc(N4CCOCC4)nc3)[C@@H](O)[C@H]2O)c(=O)[nH]1	-3
CC(C)CNc1ncnc2c1ncn2[C@H]1CN(Cc2ccc(-c3ccccc3)cc2)C[C@@H](CO)O1	-5
CNC(=O)C[C@H]1C(=O)N(C2CCCCC2)C[C@@H]1c1ccc(Br)cc1	-3
Cc1ccc(S(=O)(=O)N=N/C=C2\C=CC=CN2O)cc1	-4
COc1ccc(NC(=S)N(CCc2ccncc2)C(C)C)cc1Cl	2
CC(C)Oc1ccc(C(=O)N2CCC(CCC(=O)NC3CC3)CC2)cc1	0
CC(C)C#Cc1ccc2c(c1)O[C@@H](CN(C)C(=O)c1cnccn1)[C@@H](C)CN([C@@H](C)CO)S2(=O)=O	4

Next part:
Structure	EBI2 antag
CC(C)c1ccc(C(=O)N2CCCC(c3cc(C(=O)NCc4ccccc4)no3)C2)cc1 (stereo unspecified)	13
Cc1ccccc1-c1cc2nc(OCC3CCCO3)n(C)c(=O)c2s1 (stereo unspecified)	25
FC(F)(F)Oc1ccccc1C(c1nnnn1-c1ccc2c(c1)OCCO2)N1CCN(C/C=C/c2ccccc2)CC1 (stereo unspecified)	81*
CCOC(=O)/C=C/C(=O)Nc1ccc(S(=O)(=O)Nc2cc(OC)nc(OC)n2)cc1	6
CC1=C(C(=O)N(C(C)C)C(C)C)CC(CC(=O)NCc2ccco2)C(=O)N1Cc1ccc(C(C)(C)C)cc1 (stereo unspecified)	4
C[C@H]1CN([C@@H](C)CO)C(=O)CCCn2nncc2CO[C@@H]1CN(C)Cc1ccccc1C(F)(F)F	-1
COc1ccc(-c2nc3cc(C)c(Br)c(C)n3c2Cc2ccccc2)cc1OC	8
CN(Cc1ccccc1)C(=O)CN1C(=O)NC2(CCCc3sccc32)C1=O (stereo unspecified)	-1
O=C(NCC1CC1)C1Cc2c(-c3ccc(Cl)cc3)ccnc2O1 (stereo unspecified)	-5
CCOC(=O)c1cc2cc(OC)ccc2n1C1CCN(C)CC1	-12
C[C@@H]1CN([C@H](C)CO)C(=O)CCCn2nncc2CO[C@H]1CN(C)C(=O)c1ccc2ccn(C)c2c1	-1
C1=CCN(c2nc(N3CCOCC3)nc(N3CCCc4ccccc43)n2)CC1	14
CCOC(=O)C1=CCN(S(=O)(=O)c2ccccc2F)C1c1ccc(Cl)c(Cl)c1 (stereo unspecified)	3
Cc1cccnc1NC(=O)Nc1cccc(F)c1	-6
COc1ccc(CN2C(=O)C(CC(=O)NC3CCCC3)CC(C(=O)N3CCOCC3)=C2C)cc1 (stereo unspecified)	-5
CC(C)(C)C(c1nc2ccccc2[nH]1)n1c(-c2ccco2)nc2ccccc21 (stereo unspecified)	9
Cc1ccc(S(=O)(=O)N2C[C@H]3[C@H]4C(=O)N(C)C(=O)[C@H]4CC(=O)[C@H]3[C@@H]2c2ccccc2Cl)cc1	0
CCc1nc2c(OCC(=O)c3ccc(Cl)cc3Cl)cccn2c1N(C)C(=O)COc1ccccc1	9
COc1ccc(CC(N)c2csc(Nc3nc(C)cnc3C)n2)cc1 (stereo unspecified)	-3
O=C(c1cccc(Br)c1)c1nc2ccccc2[nH]c1=O	-9
CC(C)c1ccc(NC(=O)C2Cc3c(-c4ccccc4Oc4ccccc4)ccnc3O2)cc1 (stereo unspecified)	5
C[C@@H]1CN([C@H](C)CO)C(=O)CCCn2cc(nn2)CO[C@H]1CN(C)C(=O)Nc1cccc(Oc2ccccn2)c1	-4
O=C(Nc1nccs1)c1cnc2sccn2c1=O	2
Cc1ccc(S(=O)(=O)N(C)CC(=O)N(C)Cc2cccs2)cc1	-4
CCOC(=O)[C@]12CCCC=C1N(Cc1ccc3c(c1)OCO3)C(=O)[C@H](CC(=O)N1CCN(C(=O)C3CC3)CC1)C2	6
O=C(Nc1cccc(S(=O)(=O)N2CCCC2)c1)[C@H]1C[C@H](O)[C@@H](CO)O1	-5
CC1=C(C(=O)N2CCOCC2)CC(CC(=O)NCCCN(C)C)C(=O)N1Cc1ccc(C(C)(C)C)cc1 (stereo unspecified)	-6
CCc1ccc(-c2ccc(SCC(=O)NC3CCCC3)nn2)cc1	16
Cc1ccc(CN2CC(C(=O)Nc3nc(C)cs3)CC2=O)cc1 (stereo unspecified)	14
CC1CCN(C(=O)c2ccc3c(c2)C(=O)c2ccccc2-3)CC1	18
CC(C)NC(=O)N(C)C[C@H]1Oc2ncc(Br)cc2C(=O)N([C@H](C)CO)C[C@@H]1C	-4
Cc1nc2cc(Oc3nc(NCCN(C)C)nc4ccsc34)ccc2s1	-14
COc1cccc(-c2ccc(CN3C(C(C)C)C(=O)N(Cc4cn(CCC5OCCO5)nn4)CCS3(=O)=O)cc2)c1OC (stereo unspecified)	4
CC(=O)c1cccc(NC(=O)C2Cc3c(-c4cccc(C(N)=O)c4)ccnc3O2)c1 (stereo unspecified)	-8
Cc1cc(=O)n2nc(N3CCCC(C(=O)NCCCN4C(C)CCCC4C)C3)sc2n1 (stereo unspecified)	4
CCOc1cc(/C=N/NC(=O)c2c(C)nc3ccc(Cl)cn23)ccc1O	12
C[C@H](CO)N1C[C@H](C)[C@@H](CN(C)C(=O)OCc2ccccc2)OCc2cn(nn2)CCCC1=O	-6
Cc1cccc(N=Cc2ccccc2O)c1C	5
COCCNc1nc(-c2ccc(Cl)cc2C)c2sccc2n1	6
COc1ccc([C@H]2C[C@H](O)[C@@H](n3cc(-c4ccc(F)cc4)nn3)CN2C(=O)C2CCCCC2)cc1	9
C[C@H](O)CNC(=O)c1[nH]cnc1C(=O)Nc1cccc(Cl)c1	-12
C[C@@H]1CN([C@@H](C)CO)C(=O)CCCn2cc(nn2)CO[C@H]1CN(C)S(=O)(=O)c1ccccc1	0
CCc1nc2c(OCC3COc4ccccc4O3)cccn2c1N(C)C(=O)c1cccc(OC)c1 (stereo unspecified)	13
COc1ccc(NC(=O)C[C@@H]2C(=O)N(c3ccc(OC)cc3)CC2(C)C)cc1	1
CCN(CC(=O)Nc1c(F)cccc1F)C(=O)c1c(-c2ccccc2Cl)noc1C	-2
COC(=O)c1ccc2nc(-c3cccc(Cl)c3)c(Cc3cccc(F)c3)n2c1	20
C=CCn1c2ccccc2c2nnc(SCC(=O)OC)nc21	-5
NC(=O)CSc1nnc(-c2cccc(S(=O)(=O)N3CCOCC3)c2)o1	-5
COc1ccccc1C(=O)Nc1nnc([C@H]2C[C@H](O)[C@@H](CO)O2)s1	-7
C[C@H]1CN([C@@H](C)CO)C(=O)CCCn2nncc2CO[C@H]1CN(C)S(=O)(=O)c1cccc(C#N)c1	-1

Reprinted from the part before: three compounds; new compounds follow.
Structure	EBI2 antag
NC(=O)CSc1nnc(-c2cccc(S(=O)(=O)N3CCOCC3)c2)o1	-5
COc1ccccc1C(=O)Nc1nnc([C@H]2C[C@H](O)[C@@H](CO)O2)s1	-7
C[C@H]1CN([C@@H](C)CO)C(=O)CCCn2nncc2CO[C@H]1CN(C)S(=O)(=O)c1cccc(C#N)c1	-1
Cc1n[nH]c2ccc(Br)cc2c1=O	-3
O=C(O)Cc1ccc(NC(=O)c2ccc3c(c2)C(=O)N(Cc2ccccc2)C3=O)cc1	19
CC(C)n1nnnc1C1c2ccccc2C(=O)N1Cc1cccnc1 (stereo unspecified)	-4
O=C(C(=O)N1CCC(Cc2ccccc2)CC1)c1ccccc1Br	12
COc1ccc(-c2nc3ccc(Cl)cn3c2Cc2cccc(Cl)c2)cc1OC	9
Cn1cnc(S(=O)(=O)N2CCCCC2c2cc(C(=O)Nc3cccc4c3CCCC4)no2)c1 (stereo unspecified)	2
COc1cc2c(cc1OC)CN(C(=O)c1cc(COc3ccccc3SC)on1)CC2	6
O=C(NCc1ccc(F)cc1)Nc1nnc([C@H]2C[C@H](O)[C@@H](CO)O2)s1	-5
CCCOc1ccc(F)cc1-c1cc(C(=O)NC(C)C)[nH]n1	-15
CN(Cc1ccccc1)C(=O)c1ccc(Nc2nc(C(N)Cc3ccc(C(F)(F)F)cc3)cs2)nc1 (stereo unspecified)	9
COCCN1C[C@@H](CO)O[C@@H](n2cnc3c(NC4CCC4)ncnc32)C1	-6
O=C(C(=O)N1CCC(Cc2ccccc2)CC1)c1ccccc1	1&-8
O=C(Nc1ccn(CCOC(=O)c2ccccc2)c(=O)n1)c1ccccc1	0
Cc1ccc(C(=O)OCC(=O)N2CCC(C)CC2)cc1S(=O)(=O)N1CCOCC1	-5
CC1(C(=O)NS(=O)(=O)C2CC2)CCN(C(=O)COCc2ccccc2)C1 (stereo unspecified)	6
O=C(NC1CCCCC1)C(C1CC1)n1c(=O)c(-c2cc3ccccc3[nH]2)nc2ccccc21 (stereo unspecified)	13
O=C1[C@H]2[C@@H](c3ccccc3)N[C@]3(CCCN(Cc4ccc(Cl)cc4)C3=O)[C@H]2C(=O)N1Cc1ccccc1	2
Cc1ccc(N2CC(C(=O)Nc3cccc(S(=O)(=O)N4CCOCC4)c3)CC2=O)cc1 (stereo unspecified)	0
CCCc1nc2ccc(Br)cn2c1Cc1cccc(Cl)c1	3
Cc1ccc(S(=O)(=O)N2C[C@@H](C)[C@]3(C2)[C@H](O)[C@H](OC(=O)NCc2ccco2)C[C@H]2C(=O)N(c4ccccc4)C(=O)[C@H]23)cc1	-5
O=C(C(=O)N1CCN(c2ccccc2)CC1)c1ccncc1	3
O=C(NCC(O)c1nc2ccccc2[nH]1)c1ccc(Br)cc1 (stereo unspecified)	-7
COC(=O)c1ccccc1NC(=O)CSc1nc2ccsc2c(=O)n1CCCCC(=O)O	-6
COc1ccc([C@H]2C[C@@H](O)[C@H](n3cc(C4CC4)nn3)CN2Cc2cccs2)cc1	-1
COc1ccc(CCNC2=CC(=O)CCC2)cc1OC	1
Cc1ccc2nc3n(c(=O)c2c1)-c1ncccc1C(=O)NC3Cc1ccc(O)cc1 (stereo unspecified)	-4
CC(=O)NCCNc1nc(NC(C)C)nc2ccsc12	-16
CNc1ccc(Cl)cc1S(=O)(=O)c1ccccc1[N+](=O)[O-]	-9
OCCNc1ncnc2c1ncn2[C@H]1CN(Cc2ccncc2)C[C@@H](CO)O1	-12
CCC(=O)N1CCC1(C)C(=O)Nc1cccc(Oc2ccccc2)c1 (stereo unspecified)	-2
O=C(NCc1ccccc1Cl)C1CCN(C(=O)c2ccc(F)cc2)CC1	-4
CCCCN1C(=O)C(CC(=O)NC2CC2)CC(C(=O)N(CC)CC)=C1C (stereo unspecified)	-5
COCC1OC(OC(C)C(O)c2cnc3nc(N)[nH]c(=O)c3n2)C(O)C(OC)C1O (stereo unspecified)	1
NC(CCc1ccccc1)c1csc(Nc2nncc3ccccc23)n1 (stereo unspecified)	-10

Screening data (PubChem BioAssay)
